KKLEB tox = CF airway cell cytotoxicity counter-screen; KKLEB CF airway cells viability, ATPlite luminescence, overnight; active compounds read low; cells stimulated with P. aeruginosa culture filtrate; activity change (cytotoxicity), % at 5 µM; actives 0.36% (n = 360,000);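 active = corrected activity change at or below -50% at 5 µM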
LMP1 NFkB inh = inhibitors of Epstein-Barr LMP1-induced NF-kappaB reporter; LMP1-induced NF-kappaB luciferase reporter cells, luminescence; inhibition, % at 12.5 µM; actives 0.69% (n = 350,000); AID 504558; in the data active = inhibition above about 41%;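 also: 0% = neutral control wells and 100% = reference inhibitor control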
CF NFkB block = blocks PAF-induced NF-kB reporter in cystic fibrosis cells. KKLEB NF-kB-GFP reporter, GFP fluorescence overnight. inhibition, % at 5 µM. actives 0.86% (n = 360,000). AID 588850;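 active = at least 50% inhibition at 5 µM, scaled per plate between neutral and stimulator controls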;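 also: PAF is a Pseudomonas aeruginosa culture filtrate used as stimulus; plate controls were PAF-stimulated DMSO wells for no effect and unstimulated DMSO wells for full effect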
MITF TRPM1 inh = inhibitors of MITF-driven TRPM1 promoter in melanoma cells | SK-MEL-5 TRPM1 promoter luciferase, 24 h | inhibition, % at 12.5 µM | actives 0.83% (n = 330,000) | AID 488899;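 active = mean inhibition across replicates of 60% or more, whatever share of single replicates reaches that level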; also: values of inactives mirror those of a sister screen read the other way
HIF-2a inh = inhibitors of HIF-2a | 786-0 RCC cells HIF-2a reporter, luciferase luminescence, overnight | inhibition, % at 18.8 µM | actives 0.72% (n = 360,000) | AID 624352;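 active = inhibition of the luminescence signal of 40% or more relative to plate controls, in a single-dose primary screen at 18.75 µM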
iPSC survival up = enhancers of human iPSC single-cell survival; survival enhancement, % at 20 µM; AID 602274; hiPSC single-cell survival, ATPlite luminescence; 100% = ROCK inhibitor wells, 0% = DMSO; actives 0.044% (n = 360,000); in the data active = survival enhancement above about 18%;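 also: cells exposed to compounds for 16 hours before the ATP read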
Shn3 inh set2 = Schnurri-3 reporter inhibition in Clone20 osteoblasts | Clone20 osteoblast Shn3 3'UTR firefly luciferase, 24 h | AID 588674 | inhibition, % at 12.5 µM | actives 0.52% (n = 360,000);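 active = mean inhibition of at least 75% with every replicate also reaching 75%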;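 also: 0% = median of neutral control wells and 100% = pilot-screen positive control compound; some compounds past the cut are filed as inactive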
TRAIL sens C8 = caspase-8 TRAIL sensitization; inhibition (viability loss, TRAIL sensitization), % at 10 µM; AID 624354; actives 1% (n = 360,000); NB7+C8 cells + TRAIL, ATPlite viability luminescence;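 active = compounds causing at least 50% loss of cell viability in the single-dose screen, relative to plate controls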
NR2E3 ag-1 = activates human photoreceptor nuclear receptor NR2E3; inhibition of corepressor binding, % at 4.78 µM; AID 2300; actives 0.12% (n = 320,000); GST-NR2E3/biotin-RetCOR TR-FRET, 1536-well;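 active = percent inhibition above the cutoff of mean plus 3 SD of all tested compounds, set per screening campaign, cut at about 20% in these data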;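 also: 0% = DMSO wells and 100% = biotin wells as full block of FRET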
Target sequence (Q9Y5X4 whole entry, looked up): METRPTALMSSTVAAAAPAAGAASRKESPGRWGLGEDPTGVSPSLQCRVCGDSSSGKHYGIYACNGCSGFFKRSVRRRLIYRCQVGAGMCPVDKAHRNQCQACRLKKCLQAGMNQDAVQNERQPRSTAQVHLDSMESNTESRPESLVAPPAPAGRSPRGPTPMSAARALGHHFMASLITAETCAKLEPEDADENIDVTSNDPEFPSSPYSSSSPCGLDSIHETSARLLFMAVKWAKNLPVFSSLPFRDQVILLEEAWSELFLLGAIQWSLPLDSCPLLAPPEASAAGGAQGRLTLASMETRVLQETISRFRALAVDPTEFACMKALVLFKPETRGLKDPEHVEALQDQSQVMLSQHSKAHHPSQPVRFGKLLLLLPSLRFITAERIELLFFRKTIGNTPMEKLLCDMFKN
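Material: NR2E3–RetCOR corepressor complex | Quantity: 1.35 nM GST-tagged NR2E3 final | Schedule: 5 h at 4 °C | Replication: Singlicate compound wells | Reagent: RetCOR corepressor, biotinylated, 7 nM | Controls: Biotin wells as high control, 0.6% DMSO wells as low control | Signal: TR-FRET, Eu(K)-anti-GST donor, streptavidin-D2 acceptor, ex 340, em 617/671 nm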
NR2E3 ag-2 = agonists of human NR2E3 nuclear receptor | CHO-S Gal4-NCOR/VP16-NR2E3 two-hybrid, luciferase | inhibition of corepressor binding, % at 3.98 µM | actives 0.35% (n = 360,000) | AID 602229;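 active = inhibition above the mean of all tested compounds plus 3 SD, cut at about 70% in these data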;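 also: 0% = DMSO with NR2E3 transfected cells and 100% = cells lacking NR2E3 construct; higher means lower luciferase signal from less NR2E3 corepressor binding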
Peg3 promoter = Peg3 promoter activity inhibition. HeLa PEG-Prom luciferase reporter, luminescence, overnight. inhibition, % at 20 µM. actives 1.7% (n = 360,000);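 active = inhibition of at least 50% at 20 µM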
The depositor's hits bear a star; / = no result given. An excerpt, so the mix of outcomes need not match the whole.

Compound	KKLEB tox	LMP1 NFkB inh	CF NFkB block	MITF TRPM1 inh	HIF-2a inh	iPSC survival up	Shn3 inh set2	TRAIL sens C8	NR2E3 ag-1	NR2E3 ag-2	Peg3 promoter
CC(C)(C)c1ccc(S(=O)(=O)NC(=O)C2(C)CCN2C(=O)CC2CCCCC2)cc1 (centres undefined)	8	/	-22	/	-3	-1.3	-2	-12	/	13	-3
O=C(OCC(=O)N1CCc2ccccc21)c1ccncc1	5	-9	6	1	12	-0.3	-5	-17	3	-19	7
O=C(Cn1ncc2c(=O)oc3ccccc3c21)NCC1COc2ccccc2O1 (centres undefined)	22	-1	-9	4	3	1.7	-7	-15	6	-38	16
COc1ccc(CSc2nc(C)cc(=O)[nH]2)cc1	3	-2	-15	1	-15	-1.7	-3	-25	5	-33	-15
COc1ccc(NC(=O)C(c2ccc(OC)cc2)N(C)C(=O)CC2NC(=O)NC2=O)cc1 (centres undefined)	14	-1	-3	5	11	-0.7	2	4	1	-9	15
Nc1c(-c2ccccc2)cnn1C1CCS(=O)(=O)C1 (centres undefined)	2	1	-10	5	4	3.2	0	-32	1	-2	12
CCCCCc1nnc(NC(=O)C2CCCO2)s1 (centres undefined)	0	-6	-4	-57	-171	-1.8	-79	-12	-1	-73	-130
COc1ccccc1OCCC(=O)NCc1ccc2c(c1)OCO2	11	8	-2	7	7	-0.3	11	5	1	-12	3
CC1CCCCN1CC(=O)c1c[nH]c2ccccc12 (centres undefined)	3	1	7	-6	19	-0.3	-16	-4	2	-14	2
Cc1cc(C(=O)CN2CC(C)OC(C)C2)c(C)n1-c1ccccc1 (centres undefined)	1	-15	-22	/	-111	-1.4	-17	1	0	-33	-114
CC(C)(C)n1c(=O)[nH]c2c(c1=O)CCC2	2	-4	-5	-4	3	-0.5	6	-10	2	0	14
CCCCOc1cccc(-c2cc(C(=O)NNC(=S)NCC)c3ccccc3n2)c1	-10	3	-19	-12	-127	-2.1	-78	23	0	-26	-88
O=C(NCc1cccnc1)c1cccc(S(=O)(=O)N2CCOCC2)c1	2	-7	0	1	16	-0.4	-53	-14	1	7	14
CCCCOc1ccc(C2C3CN(C(=O)OCC)CC=C3C(C#N)=C(N)C2(C#N)C#N)cc1OC (centres undefined)	-4	-15	-6	14	14	-0.2	5	-2	2	-7	1
COc1cc2c(cc1OC)CN(CC(=O)NC(=O)NCc1ccco1)CC2	-2	-3	20	11	4	-0.7	9	0	2	-5	-7
COc1ccc(-c2cc(C(F)(F)F)nc(N3CCN(C)CC3)n2)cc1	-8	-7	5	-21	-3	-1.2	-1	4	2	6	4
COc1c(C)cc(S(=O)(=O)N2CCOCC2)c(C)c1C	3	3	0	7	19	-0.4	-11	-3	-3	-27	-10
CCc1ccc(C(=O)C(C)OC(=O)Cc2n[nH]c(=O)c3ccccc23)cc1 (centres undefined)	-15	-3	8	-4	18	-0.5	-6	11	0	-32	27
COc1cc(NC(=O)CN(C)S(=O)(=O)c2cccs2)cc(OC)c1	6	/	-17	-6	8	-0.5	5	-3	1	3	4
Cc1cccc(C)c1NC(=O)C1(C)CCC(=O)N1CCc1c[nH]c2ccccc12 (centres undefined)	3	/	-23	/	-6	2.2	-7	7	/	-11	-7

A draw from above in order of SMILES length, smallest number first:
Compound	KKLEB tox	LMP1 NFkB inh	CF NFkB block	MITF TRPM1 inh	HIF-2a inh	iPSC survival up	Shn3 inh set2	TRAIL sens C8	NR2E3 ag-1	NR2E3 ag-2	Peg3 promoter
COc1ccc(CSc2nc(C)cc(=O)[nH]2)cc1	3	-2	-15	1	-15	-1.7	-3	-25	5	-33	-15
Nc1c(-c2ccccc2)cnn1C1CCS(=O)(=O)C1 (centres undefined)	2	1	-10	5	4	3.2	0	-32	1	-2	12
COc1cc2c(cc1OC)CN(CC(=O)NC(=O)NCc1ccco1)CC2	-2	-3	20	11	4	-0.7	9	0	2	-5	-7

More structures follow.
Compound	KKLEB tox	LMP1 NFkB inh	CF NFkB block	MITF TRPM1 inh	HIF-2a inh	iPSC survival up	Shn3 inh set2	TRAIL sens C8	NR2E3 ag-1	NR2E3 ag-2	Peg3 promoter
Cc1c(NC(=O)COc2cccc3c2OC(C)(C)C3)c(=O)n(-c2ccccc2)n1C	15	16	-20	-2	23	-2.2	-5	5	4	-30	14
O=C(CCc1ccncc1)N1CCCC(Nc2ccc(F)c(F)c2)C1 (centres undefined)	8	-1	-7	1	8	-0.2	-7	5	2	-23	17
c1ccc(OCc2nc(-c3ccccc3)no2)cc1	4	-6	-1	-93	-230	1.0	-25	2	1	-21	-245
CC(C)OC(=O)CC(=O)CSc1nc2c(cc1C#N)CCCCC2	6	-23	0	-41	-192	-2.7	-54	24	3	-104	-182
Cc1cc(Cl)ccc1C(=O)C1CCCN(C(=O)c2cnsn2)C1 (centres undefined)	-5	3	10	-1	12	-1.6	-3	-5	1	9	19
COc1cccc(C(=O)NCCS(=O)(=O)N2CCCC2)c1	-2	-4	-2	-11	1	0.6	0	12	-1	-16	5
Cc1ccccc1-n1ccnc1SCC(=O)NCc1ccco1	-13	6	0	2	12	0.0	1	1	-2	-31	3
COc1ccccc1CN(C)CC(=O)NC(=O)NC1CCCCC1	4	4	-1	-5	-10	-0.1	9	16	-3	1	3
O=C(c1n[nH]c2ccccc12)N1CCCCC1	-9	3	1	8	7	-0.5	-6	-5	-2	-12	1
O=C(NC(=S)Nc1ccc([N+](=O)[O-])cc1)c1ccco1	-17	-12	-18	/	-97	5.6	-28	-16	/	-27	-120
Cc1cccc(C(=O)NC(=O)Nc2c(C)cc(C)nc2C)c1	-7	-16	29	-57	-112	-0.5	-41	24	0	-39	-113
Cc1cc(Cl)c(S(=O)(=O)N2CCCCCC2)cc1OCC(=O)NC1CCCCC1	9	8	9	17	15	6.5	16	3	2	25	8
O=C(c1c(F)cccc1F)N(C1CCCCC1)C1CCCCC1	-17	-5	-10	8	12	-0.6	33	-1	-1	-8	16
O=c1[nH][nH]c(-c2ccccc2)c1C=Nc1ccc(OC(F)(F)F)cc1	-9	0	1	16	9	-1.1	3	-1	-1	67	1
Cc1ccccc1Nc1sc(C(=O)Nc2cccc(Cl)c2)c(N)c1C(N)=O	-1	3	-1	-10	15	0.4	-16	1	/	-31	18
CCOc1ccc(CCNC(=O)COC(=O)c2sccc2C)cc1OCC	1	-3	-6	5	5	0.1	1	2	4	-28	-2
COc1ccc(NC(=O)CCN2CCN(S(=O)(=O)c3ccc(Cl)cc3)CC2)cc1	1	5	-2	14	-3	-3.6	15	-19	3	-9	-18
O=Cc1c(NCc2ccc(Cl)cc2)c2ccccc2[nH]c1=O	-1	1	-1	-1	6	-0.4	17	-14	-1	0	3
COc1ccc(C2=NOC(C(=O)Nc3c(C)n(C)n(-c4ccccc4)c3=O)C2)cc1 (centres undefined)	-7	8	-5	-7	17	-0.1	4	3	-2	-1	-4
Cc1noc(C)c1COc1cccc(C(=O)OC(C)C(=O)Nc2c(C)n(C)n(-c3ccccc3)c2=O)c1 (centres undefined)	-12	4	-4	-4	14	-0.4	64	5	2	1	10

Single records, from the list above. Order of screens: KKLEB tox | LMP1 NFkB inh | CF NFkB block | MITF TRPM1 inh | HIF-2a inh | iPSC survival up | Shn3 inh set2 | TRAIL sens C8 | NR2E3 ag-1 | NR2E3 ag-2 | Peg3 promoter
`COc1cccc(C(=O)NCCS(=O)(=O)N2CCCC2)c1` as listed: -2 | -4 | -2 | -11 | 1 | 0.6 | 0 | 12 | -1 | -16 | 5
`COc1ccc(NC(=O)CCN2CCN(S(=O)(=O)c3ccc(Cl)cc3)CC2)cc1` as listed: 1 | 5 | -2 | 14 | -3 | -3.6 | 15 | -19 | 3 | -9 | -18
`Cc1ccccc1-n1ccnc1SCC(=O)NCc1ccco1` as listed: -13 | 6 | 0 | 2 | 12 | 0.0 | 1 | 1 | -2 | -31 | 3

Rewritten with values under each structure: part of the list above
Screens in order – KKLEB tox, LMP1 NFkB inh, CF NFkB block, MITF TRPM1 inh, HIF-2a inh, iPSC survival up, Shn3 inh set2, TRAIL sens C8, NR2E3 ag-1, NR2E3 ag-2, Peg3 promoter
- COc1cc2c(cc1OC)CN(CC(=O)NC(=O)NCc1ccco1)CC2
    -2, -3, 20, 11, 4, -0.7, 9, 0, 2, -5, -7
- COc1ccc(-c2cc(C(F)(F)F)nc(N3CCN(C)CC3)n2)cc1
    -8, -7, 5, -21, -3, -1.2, -1, 4, 2, 6, 4

Next section.
Compound	KKLEB tox	LMP1 NFkB inh	CF NFkB block	MITF TRPM1 inh	HIF-2a inh	iPSC survival up	Shn3 inh set2	TRAIL sens C8	NR2E3 ag-1	NR2E3 ag-2	Peg3 promoter
C=CCn1cc(C(=O)NCc2cccnc2)c(=O)c2cc(S(=O)(=O)N(CC)CC)ccc21	1	5	18	/	16	0.1	-26	-1	1	6	15
COc1ccc(C(CNC(=O)COc2cccc(C)c2)N2CCCC2)cc1 (centres undefined)	-38	0	-22	-5	0	-0.3	-19	-10	5	2	-15
O=C(N/N=C/c1cccnc1)C1CCCCC1	15	-9	-6	11	16	-0.2	2	-11	0	-16	17
O=C(COC(=O)c1ccc(Br)o1)NCc1ccc(F)cc1	18	2	-10	-10	10	-0.9	-4	12	0	-27	7
COc1ccc(-c2c(-c3cc(OC)cc(OC)c3)n(C)c3ccc(-c4ccc(OC)c(F)c4)cc23)cc1	3	-17	4	7	4	1.3	-2	6	/	22	6
COCCNC(=O)Cn1cnc2c(cnn2-c2ccc(C)cc2)c1=O	1	5	9	6	11	-0.4	-5	-6	-1	-11	1
CCN=C(NCC)SC1CC(=O)N(c2ccc(OCC)cc2)C1=O (centres undefined)	-26	3	-4	-1	3	0.7	-4	-2	2	4	-3
CCOc1ccc(N2CC(C(=O)N3CCc4ccccc43)CC2=O)cc1 (centres undefined)	4	-8	-15	15	18	0.5	7	-4	2	-2	7
CCN(CC)CCNC(=O)Cn1c(-c2ccccn2)nc2ccccc21	7	-7	5	-10	4	1.5	-14	13	3	4	6
COc1ccc(C)cc1NC(=O)COC(=O)Cc1ccc(-c2ccccc2)cc1	1	3	-17	-13	9	3.7	4	-7	-1	8	1
O=C1COc2cc(ccc2[N+](=O)[O-])Oc2ccc(cc2Cl)C(=O)CCCCO1	5	5	-4	-1	20	-2.9	4	-3	1	-20	3
CCOc1ccc(CCNC(=O)COC(=O)c2c(C)nn(-c3ccccc3)c2C)cc1OCC	-23	4	9	2	18	0.6	-4	0	-2	-5	13
CCN1CCN(c2cc(C)c3cc(NC(=O)CCC(=O)N4CCN(c5ccccc5OC)CC4)ccc3n2)CC1	-1	2	5	-24	-65	-0.2	-1	4	2	-2	-67
